Assay outcomes: PubChem, National Center for Advancing Translational Sciences (NCATS)
Pf Dd2 growth: blocks in vitro growth of P. falciparum Dd2. P. falciparum Dd2 growth, SYBR Green, 72 h. Potency, µM (highest dose often 28.9 µM), without a hit: at the top dose activity, negative = inhibition, actives largely listed as inhibitors. AID 1347417. hit rate 4.3% among 120,000; active = well fitted inhibition curve with a large enough effect; inconclusive = small, poorly fitted or top-dose-only effect; inactive = no such curve, though single readings can be large or run the other way;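 also: plate controls were DMSO vehicle for no effect and reference drug for full effect; nearly all actives have a fitted effect of over 65% in size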
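Readout: SYBR Green fluorescence, 485 nm excitation, 535 nm emission, after ~16 h lysis at 37C. Before that, Dd2-infected red cells (2.5% hematocrit) grew 72 h with compound, 29 uM top final concentration.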
* hit, by the source's call; i = inactive; ? = inconclusive; [ ] = remark or other dose. Potency is read from the fitted curve at half-maximal effect. This is a subset (hit frequency here may not be typical).

The first 6 records (preview)
No.	mol	Pf Dd2 growth
1	CN(C)C(=O)N1CCCCC(NC2CCN(c3ccc4c(c3)CCC4)CC2)C1 (stereo not drawn)	?
2	CCN(CC)C(=O)N1CCCCCCNC(=O)[C@@H]2CCC[C@@H]21	i
3	O=C(c1ccc2[nH]ccc2c1)N1CC(CO)C2(CCNCC2)C1 (stereo not drawn)	-8%
4	Cc1cccc(N2CCN(C(=O)c3noc(-c4ccc[nH]c4=O)n3)CC2)c1C	?
5	COc1cccc(S(=O)(=O)N2CCC(C(=O)N3CCCCCCNC(=O)CC3)CC2)c1	i
6	COCCOc1ccc2c(n1)CCN(C(=O)c1cnccn1)C2	i

This part in full, previewed entries included:
No.	mol	Pf Dd2 growth
1	CN(C)C(=O)N1CCCCC(NC2CCN(c3ccc4c(c3)CCC4)CC2)C1 (stereo not drawn)	?
2	CCN(CC)C(=O)N1CCCCCCNC(=O)[C@@H]2CCC[C@@H]21	i
3	O=C(c1ccc2[nH]ccc2c1)N1CC(CO)C2(CCNCC2)C1 (stereo not drawn)	-8%
4	Cc1cccc(N2CCN(C(=O)c3noc(-c4ccc[nH]c4=O)n3)CC2)c1C	?
5	COc1cccc(S(=O)(=O)N2CCC(C(=O)N3CCCCCCNC(=O)CC3)CC2)c1	i
6	COCCOc1ccc2c(n1)CCN(C(=O)c1cnccn1)C2	i
7	CCCNc1cc(N2CCC(CCC(=O)NCC3CC3)CC2)ncn1	i
8	O=C(CN1C(=O)NC2(CCOCC2)C1=O)NC1CCCC1	12%
9	CC(C)n1c(CN2CCC3(CCCN(C)C3=O)C2)nc2ccccc21 (stereo not drawn)	?
10	CN1C[C@@H](F)[C@@H](OCc2nc3ccc(F)cc3[nH]2)C1	0%[44.1 µM]
11	COc1ccc(NC(=O)[C@@H]2C[C@@H](c3ccc(F)cc3)N([S+](=O)([O-])c3ccccc3)C2)cn1	-24%
12	CCCN1CCCC2(CCN(C(=O)c3conc3-c3ccccc3)C2)C1=O (stereo not drawn)	-9%
13	Cc1ccc(C(=O)NC2CCCN(c3cc(-c4ccccc4)[nH]n3)C2)cc1F (stereo not drawn)	i
14	CN1CCN([C@H]2CCN(Cc3ccc(C#CCO)cc3)C[C@H]2CCC(=O)O)CC1	-6%
15	COc1cccc(N2CCN(C3C(=O)c4ccccc4N3C(C)=O)CC2)c1 (stereo not drawn)	-14%
16	CN1C(=O)CC[C@]2(C(=O)NCc3ccco3)CCCC[C@@H]12	-10%
17	O=C(N[C@@H]1CCN(C(=O)Cc2noc3ccccc23)C[C@H]1O)c1cccnc1	-13%
18	CCSc1nc2ccccc2c(OCc2ccccc2Cl)c1C(=O)OC	-9%
19	O=C(CN1c2ccc(Br)cc2-c2ccccc2S1(=O)=O)N1CCCCC1	?
20	Cc1ccc(C(=O)NC2CC(C)(C)Cc3nc(N4CCOCC4)ncc32)cn1 (stereo not drawn)	-4%
21	Cc1cc(Nc2cccc(Cl)c2)nc2ccc(NC(=O)c3cccc(N(C)C)c3)cc12	?
22	CCNC(=O)[C@@H]1C[C@H](NC(=O)c2ncoc2C)CN1CCCn1cnnn1	4%
23	COc1ccc(-c2nc3n(n2)C(c2ccccc2)C(C(=O)Nc2cccnc2)=C(C)N3)cc1 (stereo not drawn)	-4%
24	CCN1c2cc(C(=O)Nc3cc(C)cc(C)c3)ccc2C(=O)N2CCCCC21 (stereo not drawn)	i
25	COCC1CN(C(C)=O)CC12CCN(Cc1ccccc1OC(C)C)CC2 (stereo not drawn)	-31%
26	COC1C(=O)N(c2cccc(F)c2)C12CCN(S(=O)(=O)c1ccc(C#N)cc1)CC2 (stereo not drawn)	?
27	COC[C@@H]1CNC[C@H]1c1nc(C)no1	-18%
28	CCN(CC)S(=O)(=O)c1nnc(NC(=O)COc2ccc(Cl)cc2)s1	?
29	Cc1ccc(CNC(=O)CN2C(=O)CSc3ccc(S(=O)(=O)N(C)C)cc32)cc1	-12%
30	O=C(CSc1nnc2scc(-c3ccc(Cl)cc3)n12)Nc1cccc(C(F)(F)F)c1	?
31	O=C(COc1ccc(S(=O)(=O)NC2CCCCC2)cc1)Nc1ccc(C(F)(F)F)cc1	-14%
32	O=C1CO[C@H]2CN(Cc3ccccc3F)C[C@H]2N1c1ccccc1	-30%[44.1 µM]
33	COc1ccc(OC)c(CCNC(=O)CN2C(=O)COc3ccc(S(=O)(=O)N4CCCCCC4)cc32)c1	-16%
34	Cc1ccc(NC(=O)N2CC3CC(C2)[C@H]2CCCC(=O)N2C3)cc1F (stereo partly drawn)	-18%
35	CCC[C@@H]1CN(Cc2cc(OC)c(SC)cc2OC)C[C@H]1NC(C)=O	?
36	O=C1NCCCCCCN(C(=O)CCc2nc3ccccc3s2)[C@H]2CCC[C@@H]12	-23%
37	O=C(c1ccccc1F)N1CCCC2(C1)C(=NC1CCCCC1)NC(=O)N2c1cc(F)cc(F)c1 (stereo not drawn)	-5%
38	COc1cc(NS(=O)(=O)c2ccc(NC(=O)c3ccc(C(C)=O)cc3)cc2)nc(OC)n1	9%
39	CCCCN1CC(c2nc3ccccc3n2CCCCOc2cccc(C)c2C)CC1=O (stereo not drawn)	?
40	O=C(c1cc2ccccc2[nH]1)N1CCCC2(C1)NC(=O)N(Cc1ccccc1)C2=O (stereo not drawn)	?
41	CCn1ccc(C(=O)N2C[C@@H](Oc3cccnc3)C[C@H]2C(=O)NC)n1	24%
42	CN(C)C(=O)c1ccc2c(c1)N(C)C(CC(=O)Nc1ccc[nH]c1=O)CO2 (stereo not drawn)	-25%
43	Cc1ccc(-c2cc(N3CCC(CNC(=O)c4cccc(N(C)C)c4)CC3)n[nH]2)cc1	-5%
44	COc1cc2c(cc1OC1CCCC1)NC(=O)C21CCN(Cc2nccs2)CC1	?
45	CCOc1ncccc1C(=O)N(C)Cc1nc(-c2ccccc2)no1	-17%
46	O=C(c1ccccc1)N1CCC2(COc3ccncc3[S+](=O)([O-])N2)C1 (stereo not drawn)	5%
47	N#Cc1ccc(CN2CCC3(CC2)CC(=O)Nc2ccccc2O3)cc1	i
48	Cc1ccc(N(CC(=O)Nc2ccc(Cl)cc2)S(=O)(=O)c2cccc3nonc23)cc1	i
49	Cc1ccccc1OCC(=O)Nc1ccc(OCc2cc(=O)n3ccccc3n2)cc1	6%
50	CC(C)c1nccn1C(C)C(=O)N1CCC(C#N)(c2ccccc2)CC1 (stereo not drawn)	?
51	CCNC(=O)[C@@H]1C[C@H](NC(=O)c2ccc[nH]2)CN1C(=O)CCn1cnnn1	-2%
52	Cn1ncc(CN2CC[C@@H]3[C@@H](CCC(=O)N3CCCN)C2)c1C1CC1	-17%
53	Nc1nnc(SCC(=O)Nc2ccc(Cl)cc2)s1	74%[activator]
54	COc1cc(OC)cc(C(=O)N2CCCC(n3cc(-c4noc(C)n4)nn3)C2)c1 (stereo not drawn)	i
55	COc1ccc(-c2cc(C(=O)NCC(C)C)c3c(C)nn(-c4ccccc4)c3n2)cc1	-13%
56	CCOc1cc2sc(N3CCC(C(=O)Nc4ccccc4Cl)CC3)nc2cc1Br	9%
57	Cc1c(C(=O)Nc2nc(-c3ccc(F)cc3)ns2)oc2ccc(Cl)cc12	59%[activator]
58	COc1cccc(CC(=O)N2C[C@@H](F)C[C@H]2C(=O)N2CCOCC2)c1	-5%
59	CCC(=O)N1CCc2cc(S(=O)(=O)NCCC(=O)Nc3cc(C)ccc3OC)ccc21	-8%
60	CC(=O)N1C[C@@H]2CCCN3CCC[C@@H]([C@H]23)[C@H]1CCCC(=O)NCc1ccccc1	-2%

Carrying on:
No.	mol	Pf Dd2 growth
61	CN(Cc1ccc(F)cc1)Cc1cccnc1	?
62	CC1=C(C(=O)OC(C)(C)C)C(c2ccccc2)N2C(CC(=O)N3CCCC3)=CSC2=N1 (stereo not drawn)	-17%
63	CCCN1C(=O)Cc2cc(C(=O)NCc3ccc(F)cc3F)ccc21	?
64	O=C(c1ccc2c(c1)CCN2S(=O)(=O)c1ccc(Cl)cc1)N1CCN(c2ccccc2)CC1	-14%
65	CCN1CCCN(C(=O)c2ccoc2)CC12CCOCC2	-10%
66	COc1ccc(-c2cc(C)no2)cc1S(=O)(=O)Nc1cccc(C(F)(F)F)c1	i
67	O=C(C1CCCO1)N1CCOc2ccc(CN3CCc4ccccc4C3)cc2C1 (stereo not drawn)	-13%
68	CCc1noc(-c2ccn3c(CNC(=O)c4ccccc4Cl)nnc3c2)n1	i
69	O=C1CCN(S(=O)(=O)c2ccccc2)CCCN(C(=O)c2ccc(Cn3cncn3)o2)CCN1	-2%
70	COCCN1Cc2cccc(C(=O)Nc3ccc(Cl)cc3Cl)c2C1=O	4%
71	O=C(CC1COCCN1)N(CCc1c[nH]c2ccccc12)C1CCCCC1 (stereo not drawn)	8.9µM*
72	Cc1ccc(Nc2cc(-c3ccccc3)nc(C)n2)cc1	?
73	Nc1nc(C2CC(N)C2)cc(N2CCC(C(=O)NCc3ccccn3)CC2)n1 (stereo not drawn)	-22%
74	COc1ccc(NC(=O)Cn2ccn3nc4c(c3c2=O)CC(C)CC4)cc1OC (stereo not drawn)	?
75	Cc1ccc(/C=C(\C#N)c2nc(-c3ccc(-c4ccccc4)cc3)cs2)cc1	71%[activator]
76	COc1ccc(Cl)cc1NC(=O)Cn1c(-c2ccccc2)nc(C)c(CCO)c1=O	i
77	COC(=O)c1ccc2nc(C[C@@H]3C[C@@H](C(C)C)[C@H](CNS(=O)(=O)c4ccccc4)C=C3C)[nH]c2c1	10µM*
78	CCc1nc2nc(C)cc(Nc3cccc(C)c3C)n2n1	1%
79	COC(=O)c1scc(-c2ccccc2)c1S(=O)(=O)Nc1ccccc1	14%
80	CC(C)OCCCn1c(SCC(=O)c2ccccc2)nc2c(sc3ccccc32)c1=O	?
81	CCC(=O)N1c2ccccc2CC1C(=O)NCCN1CCN(c2cccc(C)c2C)CC1 (stereo not drawn)	?
82	CC(=O)N1CC[C@H](c2nc3ncccc3[nH]2)C1	22%[44.1 µM]
83	Cc1cccc(C(C)C)c1NC(=O)Cn1c(=O)oc2cc(S(=O)(=O)N3CCCC3)ccc21	?
84	C[C@]1(CO)C2CC[C@@H](O)[C@@H](CC(=O)N3CCOCC3)[C@]2(C)CC[C@H]1OC(=O)Nc1ccccc1 (stereo partly drawn)	?

Random excerpt: 2 entries already listed.
No.	mol	Pf Dd2 growth
73	Nc1nc(C2CC(N)C2)cc(N2CCC(C(=O)NCc3ccccn3)CC2)n1 (stereo not drawn)	-22%
80	CC(C)OCCCn1c(SCC(=O)c2ccccc2)nc2c(sc3ccccc32)c1=O	?

Continued.
No.	mol	Pf Dd2 growth
85	CCOc1ccc(C(=O)Nc2c(C(=O)c3ccc(OC)cc3)oc3ccccc23)cc1	42%[activator]
86	CCCc1cc(N2CCN(c3ccccc3F)CC2)n2cnnc2n1	3%
87	COc1ccc(-c2nn(-c3ccccc3)cc2C(=O)Nc2ccccc2OC)cc1	i
88	CCCC(=O)N1CC(=O)Nc2ccc(Cl)cc2C1c1ccccc1 (stereo not drawn)	-10%
89	Cc1nc2n(c1C(=O)Nc1cc(-c3ccc(F)cc3)[nH]n1)CCC(Nc1ccc(F)cc1)C2 (stereo not drawn)	8.9µM*
90	COCCN1CC2(CCCN(C(=O)CNC(N)=O)C2)CCC1=O (stereo not drawn)	-1%
91	O=C(NCc1nnc2cc(-c3nc(C4CC4)no3)ccn12)c1cccc(Cl)c1	i
92	O=C([C@@H]1C[C@H](F)CN1C(=O)Nc1ccccc1)N1CCCCC1	-14%
93	CC(Oc1ccccc1)C(=O)N1CCC2(CC1)NC(=O)N(c1ccccc1Cl)N2 (stereo not drawn)	?
94	CCN(CC)c1ccc(NC(=O)Cn2c3ncccc3c(=O)n2-c2ccccc2)c(C)c1	7%
95	CC(Oc1ccccc1)C(=O)N1CCC(n2cc(-c3nc(C4CC4)no3)nn2)C1 (stereo not drawn)	i
96	COc1ccccc1NC(=O)c1cc(C2CC2)nc2c1c(C)nn2-c1ccc(C)cc1	?

In a second layout: entries from further up
89	Cc1nc2n(c1C(=O)Nc1cc(-c3ccc(F)cc3)[nH]n1)CCC(Nc1ccc(F)cc1)C2 (stereo not drawn)
  Pf Dd2 growth: 8.9µM*
90	COCCN1CC2(CCCN(C(=O)CNC(N)=O)C2)CCC1=O (stereo not drawn)
  Pf Dd2 growth: -1%

Continuation:
No.	mol	Pf Dd2 growth
97	Cc1cc(Cl)ccc1S(=O)(=O)N1C[C@@H](C(N)=O)[C@H](C2CCN(C)CC2)C1	-2%
98	CC(C)C1c2nccn2CCCN1C(=O)c1cnco1 (stereo not drawn)	7%
99	COCc1nnc(NC(=O)C2c3ccccc3C(=O)N(CC(C)C)C23CCCCC3)s1 (stereo not drawn)	3.5µM*
100	CCNc1ccc(-c2nc(-c3ccccn3)no2)cc1[N+](=O)[O-]	-14%
101	COc1cncc(CN2C[C@H]3[C@H](C2)[S+](=O)([O-])C(C)(C)C(=O)N3CC(C)C)c1	39%[activator][44.1 µM]
102	O=C(Nc1ccsc1)N[C@H]1C[C@H]2C(=O)NC[C@@H](CCC(=O)N3CCc4ccccc43)N2C1	-18%
103	COc1ccc(C2N=C(N)Nc3nc4ccccc4n32)c(OC)c1OC (stereo not drawn)	-20%
104	COC(=O)c1ccc(CSc2nc3c([nH]c4ccccc43)c(=O)n2-c2cc(C)cc(C)c2)o1	-29%
105	CCC1CN(C(=O)Nc2ccc(C)c(F)c2)c2ccccc2S1 (stereo not drawn)	?
106	Cc1ccc2c(c1)N(C(=O)CCC(=O)NCc1cccc(F)c1)CC(C)O2 (stereo not drawn)	21%
107	N#Cc1cccc(CN2CCC[C@H]2c2nc(-c3ccc(OC4CCCCC4)nc3)no2)c1	?
